Screens deposited in PubChem by several laboratories.
IL1B cytotox – toxic to HUVEC cells under IL-1B stimulation; AID 845; 0.41% of 94,000 active; HUVEC cell count loss, Hoechst imaging, IL-1B stimulated; cell count reduction, % at 2 µM;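 active = cell count reduction more than 3 SD above the screen-wide mean, cut at about 70% in these data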;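 note: normalized per plate to untreated control cells as the no-loss baseline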
HUVEC inhibit – inhibitors of human endothelial cell proliferation; AID 648; HUVEC proliferation, CellTiter-Glo luminescence, 72 h; active compounds read low; viability, % at 10 µM (by protocol); 1.1% of 86,000 active;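 active = viability at or below 30%; inactive = viability above 30%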;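 note: 100% = median luminescence of DMSO-only cell control wells on each plate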
H69AR inhibit – growth inhibitors of human H69AR lung tumor cells | H69AR lung tumor viability, ATP luminescence, 72 h; active compounds read low | viability, % at 10 µM | 6% of 85,000 active | AID 598;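 active = viability at or below 40%; inactive = viability above 40%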;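 note: multidrug resistant small cell line overexpressing MRP-1 efflux transporter; 100% = mean luminescence of untreated control wells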
Smad3 inh – inhibitors of human Smad3 transcription factor binding; P84022; TR-FRET Smad3/Dy647-FoxH1 peptide binding, europium anti-His; inhibition, % at 25 µM; 0.29% of 88,000 active;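 active = compounds that reduce the energy-transfer binding signal between the protein and its labelled peptide by more than half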;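 note: 0% = Smad3 plus labelled peptide maximal FRET and 100% = peptide-only background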
HUVEC tox TNFa – toxic to HUVEC cells under TNF alpha stimulation; HUVEC TNFalpha-stimulated, Hoechst cell count, imaging; cell count reduction, % at 2 µM; 0.17% of 93,000 active;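 active = cell count reduction exceeding the screen mean by over 5 SD, scaled to untreated wells per plate, cut at about 78% in these data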;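 note: cells counted after 24 h of TNF alpha exposure following the 1 h pretreatment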
VCAM1 TNFa inh – reduces TNF alpha induced VCAM1 expression in HUVEC. AID 802. 0.48% of 95,000 active. HUVEC TNFa-induced VCAM-1 immunofluorescence, high-content imaging. inhibition, % at 2 µM;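 active = inhibition above the batch mean plus 3 SD, with images confirmed as a hit by eye, cut at about 37% in these data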;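 note: 0% = TNF-stimulated DMSO wells and 100% = unstimulated control wells; not every result past the cut was called active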
Fibroblast inh – blocks proliferation of human lung fibroblasts; 1.1% of 85,000 active; LL 47 human lung fibroblast viability, ATP luminescence; active compounds read low; AID 719; viability, % at 10 µM;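 active = viability at or below 50% in the single dose screen; inactive = viability above 50%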;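 note: compound exposure lasted 72 h before the ATP readout; 100% = median luminescence of untreated cell-only wells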
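Assay system: human lung fibroblast line LL 47, low passage. Input: 1,150 fibroblasts seeded per well. Times: overnight cell rest, 72 h compound treatment at 37 °C. Evaluation: % viability of median cell-only signal. Technique: luminescent ATP detection, CellTiter-Glo. Control set: cell-only wells, no compound.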
cytoskel mod – modifiers of cytoskeleton assembly; HUVEC TNFa F-actin phalloidin imaging, high content; inhibition, % at 2 µM; 0.18% of 91,000 active; AID 836;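 active = inhibition above the batch mean plus 3 SD and confirmed as a hit by visual image inspection, cut at about 30% in these data, passing the limit was not always enough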; note: strong numbers were not always called active
PTK2B oligo ant – blocks oligomerization of human Pyk2 in cells. AID 1347419. 0.83% of 99,000 active. Q14289. z-score (the deposit names both 25 µM and 10 µM). Q293 cells, Pyk2 FERM NanoBiT luminescence; active compounds read low;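 active = Z-score of -3 or lower, scaled per plate to the spread of control and sample wells; inactive = z-score above -3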;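 note: negative z-score means lost luminescence so less FERM oligomerization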
Target sequence (Q14289 whole entry, looked up): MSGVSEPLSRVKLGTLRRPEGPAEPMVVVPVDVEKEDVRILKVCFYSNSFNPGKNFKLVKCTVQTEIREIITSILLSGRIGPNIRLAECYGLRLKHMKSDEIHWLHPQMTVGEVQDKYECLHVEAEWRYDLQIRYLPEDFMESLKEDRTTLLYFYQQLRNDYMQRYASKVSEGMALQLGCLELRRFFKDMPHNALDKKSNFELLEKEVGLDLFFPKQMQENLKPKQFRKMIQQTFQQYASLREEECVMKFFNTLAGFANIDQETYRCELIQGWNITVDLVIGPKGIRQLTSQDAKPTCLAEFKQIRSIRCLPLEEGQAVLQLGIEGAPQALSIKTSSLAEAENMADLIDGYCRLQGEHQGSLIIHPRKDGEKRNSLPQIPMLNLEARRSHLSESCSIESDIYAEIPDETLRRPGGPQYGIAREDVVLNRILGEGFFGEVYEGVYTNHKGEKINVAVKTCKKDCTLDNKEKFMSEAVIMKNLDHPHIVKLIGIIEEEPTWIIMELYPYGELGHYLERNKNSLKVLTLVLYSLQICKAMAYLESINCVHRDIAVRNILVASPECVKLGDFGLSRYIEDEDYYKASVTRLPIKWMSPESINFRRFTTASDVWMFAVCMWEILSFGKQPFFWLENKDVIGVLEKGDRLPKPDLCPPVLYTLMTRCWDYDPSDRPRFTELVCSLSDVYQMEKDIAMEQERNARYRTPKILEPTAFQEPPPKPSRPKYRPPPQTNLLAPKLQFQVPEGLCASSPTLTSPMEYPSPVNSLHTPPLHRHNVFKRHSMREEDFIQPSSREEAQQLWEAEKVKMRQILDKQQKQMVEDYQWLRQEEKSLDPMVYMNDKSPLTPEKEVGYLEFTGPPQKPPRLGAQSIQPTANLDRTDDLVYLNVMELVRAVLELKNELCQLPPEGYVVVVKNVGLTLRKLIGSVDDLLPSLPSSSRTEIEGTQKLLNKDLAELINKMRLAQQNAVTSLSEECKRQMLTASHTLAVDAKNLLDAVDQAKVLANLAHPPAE
* marks the source's active call; other numbers are inactive results; · = no result given; [ ] = another dose, or the depositor's remark. Not all compounds are listed; count on the stated rates, not on these rows.

| nr | Structure | IL1B cytotox | HUVEC inhibit | H69AR inhibit | Smad3 inh | HUVEC tox TNFa |
| --- | --- | --- | --- | --- | --- | --- |
| 1 | CC(C)C(=O)N(Cc1ccccc1)c1ccccn1 | · | 105.7 | 95.4 | -3.0 | -44.0 |
| 2 | Cc1cc(OC(=O)c2cc(Cl)nc3ccccc23)ccc1Cl | -2.2 | · | · | · | -1.3 |
| 3 | O=C1CC(c2ccccc2)CN1C(=O)c1ccccc1 (stereo not drawn) | -20.2 | 112.3 | 102.6 | 4.2 | -2.1 |
| 4 | CCCCC1CC1C(=O)Nc1ccc(OC)c(OC)c1 (stereo not drawn) | · | 79.8 | 80.0 | -0.2 | · |
| 5 | O=C(COc1ccccc1Cl)NC(=O)NC1CCCC1 | -9.6 | 110.9 | 99.9 | -5.6 | 0.4 |
| 6 | COc1ccc(-c2nc3scc(-c4ccccc4)n3n2)cc1 | -12.2 | 67.2 | 31.4* | -3.8 | -4.7 |
| 7 | CCNC(=S)N/N=C1\C(=O)c2cccc3cccc1c23 | 12.8 | · | · | · | -21.9 |
| 8 | Cc1c(C(=O)Nc2ccc(N3CCOCC3)cc2)oc2ccccc12 | -20.4 | 84.0 | 73.9 | 4.4 | -6.7 |

| nr | VCAM1 TNFa inh | Fibroblast inh | cytoskel mod | PTK2B oligo ant |
| --- | --- | --- | --- | --- |
| 1 | -11.7 | 101.3 | 27.1 | 0.91 |
| 2 | 17.0 | · | -0.6 | 1.53 |
| 3 | -6.3 | 113.7 | -10.3 | 0.39 |
| 4 | · | 100.5 | · | 1.17 |
| 5 | 16.2 | 103.7 | -11.1 | -1.58 |
| 6 | 25.5 | 73.8 | -2.4 | -0.58 |
| 7 | 20.7 | · | -3.8 | -0.43 |
| 8 | -9.9 | 97.1 | -0.1 | -0.76 |

The results go on.
| nr | Structure | IL1B cytotox | HUVEC inhibit | H69AR inhibit | Smad3 inh | HUVEC tox TNFa |
| --- | --- | --- | --- | --- | --- | --- |
| 9 | CCN(CC)C(=O)CN1CCN(c2ncccn2)CC1 | 20.5 | 108.4 | 103.9 | 7.2 | -8.2 |
| 10 | COc1ccc(N(C)S(=O)(=O)c2cccc(C(=O)NC3=NCCS3)c2)cc1 | · | 83.8 | · | -0.7 | · |
| 11 | COc1cc(NC(=O)c2ccco2)c(OC)cc1NC(=O)CCC(=O)Nc1cccc(C)c1C | -1.5 | 91.1 | 84.0 | 3.2 | · |
| 12 | Cc1cc(C(=O)Nc2nnc(C(F)(F)F)s2)no1 | -138.5 | 93.1 | 106.2 | -0.1 | -10.2 |
| 13 | CC(=C/C(=O)O)/C=C/c1ccc(Cl)o1 | 14.7 | 95.8 | 97.6 | 9.5 | -24.1 |
| 14 | Cc1ccc(NC(=O)c2cc(-c3ccc(C)o3)nc3ccccc23)cc1 | 0.0 | 94.2 | 32.2* | 8.8 | 1.4 |
| 15 | C=CCN1CCN(c2ccncc2S(=O)(=O)N2CCOCC2)CC1 | 19.4 | · | · | · | -15.2 |
| 16 | Cc1nc(SCC(=O)NCc2ccccc2)c2c(=O)n(C)c(=O)n(C)c2n1 | · | 96.6 | 90.5 | 0.7 | · |

| nr | VCAM1 TNFa inh | Fibroblast inh | cytoskel mod | PTK2B oligo ant |
| --- | --- | --- | --- | --- |
| 9 | 5.0 | 105.3 | 42.2 | -0.23 |
| 10 | · | 86.5 | · | 0.54 |
| 11 | · | 103.2 | -11.4 | -0.41 |
| 12 | 1.4 | 97.1 | 9.7 | -1.66 |
| 13 | 7.4 | 99.8 | -3.2 | 0.56 |
| 14 | 10.4 | 90.0 | 0.1 | 0.06 |
| 15 | -19.1 | · | -7.0 | -0.14 |
| 16 | · | 98.0 | · | · |

The results go on.
| nr | Structure | IL1B cytotox | HUVEC inhibit | H69AR inhibit | Smad3 inh | HUVEC tox TNFa |
| --- | --- | --- | --- | --- | --- | --- |
| 17 | C=CCc1c(C)nc(SCCC)[nH]c1=O | · | 106.4 | 85.8 | -4.6 | · |
| 18 | CCCn1c(SCC(=O)Nc2nnc(CC)s2)nc2c1c(=O)n(C)c(=O)n2C | · | 102.6 | 82.3 | 0.0 | · |
| 19 | Cc1ccc2[nH]c(SCC(=O)N3CCOCC3)nc2c1C | -14.3 | 90.4 | 94.4 | -6.7 | -8.8 |
| 20 | O=C(N=C1SCC(=O)N1c1ccccc1)c1ccco1 | 4.4 | · | · | · | -13.2 |
| 21 | CCOC(=O)C1=C(c2ccccc2)NC(SCC)=C(C#N)C1c1cccnc1 (stereo not drawn) | -17.7 | · | · | · | -5.4 |
| 22 | CCC(=O)N1CCc2cc(S(=O)(=O)NCCC(=O)N3CCc4ccccc4C3)ccc21 | 4.8 | 102.5 | 99.9 | 14.5 | 6.5 |
| 23 | CN(C)C(=O)N1CCC(C(=O)NCc2ccccc2Cl)CC1 | · | 98.8 | 91.9 | 32.9[fluorescence artefact?] | -12.1 |
| 24 | CC(=O)c1ccc(OC(C)C)c(CC(C(N)=O)C(N)=O)c1 | 7.8 | · | · | · | -25.3 |

| nr | VCAM1 TNFa inh | Fibroblast inh | cytoskel mod | PTK2B oligo ant |
| --- | --- | --- | --- | --- |
| 17 | · | 98.5 | · | 0.69 |
| 18 | · | 96.6 | · | · |
| 19 | -3.7 | 99.3 | -2.5 | 0.95 |
| 20 | -22.6 | · | 2.8 | -0.53 |
| 21 | -3.9 | · | -9.1 | -0.86 |
| 22 | -2.9 | 101.9 | 13.1 | 1.6 |
| 23 | 8.4 | 101.8 | 4.5 | -0.61 |
| 24 | 7.8 | · | -1.2 | -0.01 |

Other structures
| nr | Structure | IL1B cytotox | HUVEC inhibit | H69AR inhibit | Smad3 inh | HUVEC tox TNFa |
| --- | --- | --- | --- | --- | --- | --- |
| 25 | CC1CC(C)CN(C(=O)CSCC(=O)Nc2nc(-c3cccs3)cs2)C1 (stereo not drawn) | · | 90.2 | 95.8 | 8.7 | · |
| 26 | O=C1c2ccccc2C(=O)N1CCC1=CCCCC1 | -0.3 | 86.7 | 98.2 | -1.5 | -16.1 |
| 27 | Cc1csc(SCC(=O)NC(=O)NCc2ccccc2)n1 | 9.7 | 95.2 | 95.4 | -10.3 | 10.3 |
| 28 | O=[N+]([O-])c1ccc(Sc2n[nH]c(-c3ccc(Cl)cc3Cl)n2)nc1 | -20.5 | 48.7 | 86.3 | -22.0 | 18.5 |
| 29 | CN(C)S(=O)(=O)NCc1ccc2c(c1)OCO2 | -1.4 | 98.3 | 101.2 | -2.1 | -40.2 |
| 30 | O=C(CN1C2=NCCN2c2ccccc21)c1ccc(Br)cc1 | 14.4 | 90.0 | 61.6 | 6.3[fluorescence artefact?] | -15.7 |
| 31 | NC(=O)C1CCN(C(=O)CSc2nc3ccccc3o2)CC1 | -11.9 | 103.3 | 99.7 | -2.6 | 6.0 |
| 32 | Cc1ccc(N/C=C/C(=O)c2sc(-c3ccccc3)nc2C)cc1 | 2.7 | · | · | · | 12.6 |

| nr | VCAM1 TNFa inh | Fibroblast inh | cytoskel mod | PTK2B oligo ant |
| --- | --- | --- | --- | --- |
| 25 | · | 100.7 | · | · |
| 26 | 1.6 | 93.4 | 10.6 | -0.32 |
| 27 | 1.5 | 98.2 | -22.3 | -0.14 |
| 28 | 6.8 | 92.5 | -13.3 | 0.16 |
| 29 | 20.8 | 103.2 | 10.4 | 0.78 |
| 30 | 8.3 | 89.8 | 40.7 | 1.43 |
| 31 | -2.9 | 99.5 | -2.2 | 0.02 |
| 32 | 0.4 | · | -21.2 | 1.18 |

Continued:
| nr | Structure | IL1B cytotox | HUVEC inhibit | H69AR inhibit | Smad3 inh | HUVEC tox TNFa |
| --- | --- | --- | --- | --- | --- | --- |
| 33 | COc1ccc(C2CC(c3cccc(OC)c3OC)n3nnnc3N2)cc1 (stereo not drawn) | · | 102.2 | 97.6 | 6.5 | · |
| 34 | COC(=O)C1(S(=O)(=O)c2ccc(C)cc2)CCOCC1 | 9.0 | · | · | · | -5.2 |
| 35 | CC(=O)c1cc2c(cc1NC(=O)CCNC(=O)c1ccccc1Cl)OCO2 | -8.1 | 100.3 | 97.0 | 8.4 | -12.9 |
| 36 | CCc1nnc(NC(=O)CC(=O)Nc2ccccc2C(=O)O)s1 | · | 103.7 | 86.7 | 9.2 | · |

| nr | VCAM1 TNFa inh | Fibroblast inh | cytoskel mod | PTK2B oligo ant |
| --- | --- | --- | --- | --- |
| 33 | · | 96.3 | · | -0.49 |
| 34 | -7.9 | · | 3.1 | -0.27 |
| 35 | 9.5 | 108.6 | 18.0 | 0 |
| 36 | · | 102.8 | · | 0.49 |

Ordered by molar mass (lowest first): ten of the compounds above.
| nr | Structure | IL1B cytotox | HUVEC inhibit | H69AR inhibit | Smad3 inh | HUVEC tox TNFa |
| --- | --- | --- | --- | --- | --- | --- |
| 26 | O=C1c2ccccc2C(=O)N1CCC1=CCCCC1 | -0.3 | 86.7 | 98.2 | -1.5 | -16.1 |
| 29 | CN(C)S(=O)(=O)NCc1ccc2c(c1)OCO2 | -1.4 | 98.3 | 101.2 | -2.1 | -40.2 |
| 24 | CC(=O)c1ccc(OC(C)C)c(CC(C(N)=O)C(N)=O)c1 | 7.8 | · | · | · | -25.3 |
| 31 | NC(=O)C1CCN(C(=O)CSc2nc3ccccc3o2)CC1 | -11.9 | 103.3 | 99.7 | -2.6 | 6.0 |
| 36 | CCc1nnc(NC(=O)CC(=O)Nc2ccccc2C(=O)O)s1 | · | 103.7 | 86.7 | 9.2 | · |
| 30 | O=C(CN1C2=NCCN2c2ccccc21)c1ccc(Br)cc1 | 14.4 | 90.0 | 61.6 | 6.3[fluorescence artefact?] | -15.7 |
| 33 | COc1ccc(C2CC(c3cccc(OC)c3OC)n3nnnc3N2)cc1 (stereo not drawn) | · | 102.2 | 97.6 | 6.5 | · |
| 28 | O=[N+]([O-])c1ccc(Sc2n[nH]c(-c3ccc(Cl)cc3Cl)n2)nc1 | -20.5 | 48.7 | 86.3 | -22.0 | 18.5 |
| 35 | CC(=O)c1cc2c(cc1NC(=O)CCNC(=O)c1ccccc1Cl)OCO2 | -8.1 | 100.3 | 97.0 | 8.4 | -12.9 |
| 25 | CC1CC(C)CN(C(=O)CSCC(=O)Nc2nc(-c3cccs3)cs2)C1 (stereo not drawn) | · | 90.2 | 95.8 | 8.7 | · |

| nr | VCAM1 TNFa inh | Fibroblast inh | cytoskel mod | PTK2B oligo ant |
| --- | --- | --- | --- | --- |
| 26 | 1.6 | 93.4 | 10.6 | -0.32 |
| 29 | 20.8 | 103.2 | 10.4 | 0.78 |
| 24 | 7.8 | · | -1.2 | -0.01 |
| 31 | -2.9 | 99.5 | -2.2 | 0.02 |
| 36 | · | 102.8 | · | 0.49 |
| 30 | 8.3 | 89.8 | 40.7 | 1.43 |
| 33 | · | 96.3 | · | -0.49 |
| 28 | 6.8 | 92.5 | -13.3 | 0.16 |
| 35 | 9.5 | 108.6 | 18.0 | 0 |
| 25 | · | 100.7 | · | · |
